TEAD-YAP block: TEAD-YAP interaction inhibition, primary screen, TEAD-YAP interaction inhibitor project, luminescence, HEK-TIYL cells; TEAD-Gal4/YAP UAS-luciferase luminescence; inhibition, % at 9.12 µM; actives 1.4% (n = 640,000); in the data active = inhibition above about 32%;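 also: 0% = median of test compound wells and 100% = reference inhibitor wells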
GPR151 ag: activators of human GPR151, primary screen, cell-based, PathHunter beta-arrestin, luminescence | G-protein coupled receptor 151 (Homo sapiens), Q8TDV0 | PathHunter beta-arrestin GPR151 cells | activation, % at 11.2 µM | actives 1% (n = 650,000) | AID 1508602, 2020; in the data active = activation above about 4.9%;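 also: 0% = median of compound wells and 100% = cells with positive control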
Target sequence (Q8TDV0 whole entry, looked up): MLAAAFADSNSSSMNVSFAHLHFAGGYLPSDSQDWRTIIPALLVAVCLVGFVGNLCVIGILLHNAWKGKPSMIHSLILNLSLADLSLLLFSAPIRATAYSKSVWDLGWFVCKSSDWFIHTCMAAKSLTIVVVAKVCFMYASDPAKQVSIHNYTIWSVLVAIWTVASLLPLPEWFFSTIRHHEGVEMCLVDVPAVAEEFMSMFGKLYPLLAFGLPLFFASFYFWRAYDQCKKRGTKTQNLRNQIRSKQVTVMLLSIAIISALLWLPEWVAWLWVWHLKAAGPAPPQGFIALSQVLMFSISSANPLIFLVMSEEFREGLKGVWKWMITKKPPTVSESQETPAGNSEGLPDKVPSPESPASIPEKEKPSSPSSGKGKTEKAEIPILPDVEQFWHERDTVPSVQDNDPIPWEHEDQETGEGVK
MITF inh: MITF inhibitors, primary screen, biochemical, AlphaScreen, human; AID 1259374, 2018; AlphaScreen MITF homodimerization, bead proximity signal; inhibition, % at 2.6 µM; actives 0.91% (n = 650,000); Microphthalmia-associated transcription factor (Homo sapiens), O75030; in the data active = inhibition above about 50%;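 also: 0% = vehicle wells with protein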
Target sequence (O75030 whole entry, looked up): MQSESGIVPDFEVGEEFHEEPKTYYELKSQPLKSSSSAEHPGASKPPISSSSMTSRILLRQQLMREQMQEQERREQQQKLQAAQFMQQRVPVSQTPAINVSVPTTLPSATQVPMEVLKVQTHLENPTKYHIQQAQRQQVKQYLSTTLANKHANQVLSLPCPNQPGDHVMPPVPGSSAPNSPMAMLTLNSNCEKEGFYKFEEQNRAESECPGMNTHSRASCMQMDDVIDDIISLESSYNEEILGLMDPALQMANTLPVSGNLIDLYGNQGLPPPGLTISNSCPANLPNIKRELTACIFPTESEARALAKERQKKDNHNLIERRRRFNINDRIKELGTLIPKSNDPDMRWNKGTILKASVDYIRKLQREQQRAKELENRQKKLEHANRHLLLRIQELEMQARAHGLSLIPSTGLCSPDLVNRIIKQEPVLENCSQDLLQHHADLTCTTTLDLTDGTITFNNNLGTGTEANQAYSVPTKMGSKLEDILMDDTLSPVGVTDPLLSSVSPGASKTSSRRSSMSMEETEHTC
FBW7 activator: FBW7 E3 ligase activators, primary screen, biochemical, AlphaScreen, human; AlphaScreen FBW7–phospho-cyclin E peptide binding, activator screen; normalized activity (activation), % at 26.1 µM; actives 0.13% (n = 650,000); in the data active = normalized activity above about 1.9%;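 also: purified mutant Fbw7 with reduced substrate affinity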
* = called active by the depositor.

SMILES	TEAD-YAP block	GPR151 ag	MITF inh	FBW7 activator
O=C(c1nc2sccn2c1CN1CCN(C/C=C/c2ccccc2)CC1)N1CCCCC1	-2	-0.6	4	0.1
O=C(NCc1n[nH]c(=S)n1Cc1ccccc1)c1ccc(S(=O)(=O)N2CCOCC2)cc1	-9	-0.6	-4	0.0
Cc1cc(C(=O)Nc2ccc(Br)cc2)no1	-42	-0.4	15	0.9
CCOC(=O)c1cc(OC(=O)c2nn(C)c(=O)c3ccccc23)cc(C(=O)OCC)c1	-3	3.7	-1	0.0
O=C(NC1CCSC1=O)c1ccccc1 (stereo not drawn)	-6	0.8	-6	-0.1
CC(=O)Nc1ccc(NC(=O)CCCc2ccccc2)cc1	-51	-0.1	0	-0.1
Cc1cccc(N2C(=O)C3C4C=CC(C5CC45)C3C2=O)c1C (stereo not drawn)	1	0.7	2	-0.1
CCOC(=O)c1ccc(NC(=O)CSc2nc(=O)cc(N)n2-c2ccccc2)cc1	-2	-0.4	7	0.0
COc1ccc(Cl)cc1NC(=O)CN(c1cccc(C)c1C)S(=O)(=O)c1ccccc1	1	-0.2	6	0.0
CCS(=O)(=O)NCC(c1ccco1)N1CCc2ccccc21 (stereo not drawn)	1	-0.4	3	-0.1
Cc1nn(-c2ccc(F)cc2)c(C)c1-c1cccc([N+](=O)[O-])c1	-1	0.5	9	0.0
CCCC1CCC(c2ccc(OC(=O)c3ccc(C(=O)Oc4ccc(C5CCC(CCC)CC5)cc4)nc3)cc2)CC1 (stereo not drawn)	0	-1.7	17	0.6
CC(=O)c1ccc(NC(=O)CN2CCC(c3nc4ccccc4[nH]3)CC2)cc1	-1	0.7	6	0.4
COc1cc(/C=N/NS(=O)(=O)c2ccc(C)c([N+](=O)[O-])c2)ccc1OCC(N)=O	9	-0.9	1	-0.2
Cc1cccc(CC(C)N2CCC(n3nccc3NC(=O)c3ccc4c(c3)OCO4)CC2)n1 (stereo not drawn)	-3	-0.4	0	0.1
Cc1ccc(C(=O)n2cnc3ccccc32)cc1	-14	-1.2	19	1.3
O=C(Nc1ccc2nsnc2c1)c1ccc2nsnc2c1	-35	-0.9	14	-0.1
CCCOC(=O)C1=C(C)NC2=C(C(=O)CCC2)C1c1ccccc1I (stereo not drawn)	-3	0.9	-12	0.0
O=C(Cc1ccccc1)Nc1ccc2nsnc2c1	-16	-0.6	-5	0.3
CC(C)c1ccc(CNC(=O)c2ccc(F)c3ccccc23)cc1	-6	0.0	18	0.5
CC(=O)N1N=C(c2ccc(O)cc2)CC1c1ccc(Br)cc1 (stereo not drawn)	-31	0.2	5	0.0
Fc1ccccc1CSc1nnc(N2CCN(c3ccccc3)CC2)s1	-12	-0.3	1	-0.3
Cc1cc2nc(N3CCCN(Cc4coc5ccccc5c4=O)CC3)nc(C)c2cc1C	-2	-0.2	-8	0.0
Cc1ccc(-c2cc(C(F)(F)F)n3nc(C(=O)Nc4cccc(Cl)c4C)cc3n2)cc1	3	0.3	7	0.0
CC1(CCC(=O)NCCn2ccc3ccccc32)CCC(=O)N1 (stereo not drawn)	-1	0.0	10	0.6
O=C(CN1CCOc2ccccc21)NC1CCN(Cc2ccccc2)CC1	-8	0.0	4	-0.1
CCOC(=O)c1cnc2ccc(Cl)cc2c1Nc1cccc(C(C)=O)c1	0	-1.3	5	-0.1
COCc1c(C(=O)N(C)CC(O)c2ccccc2)c(=O)cc(C)n1CCCc1ccccc1 (stereo not drawn)	-43	0.1	-6	0.0
CC(N)(C(=O)O)c1cccc(OCc2cccc(Cl)c2)c1 (stereo not drawn)	-3	-0.4	-1	-0.2
Cc1nc2ccccc2nc(C)c1=NO	-56	-2.2	17	-0.1
COc1ccc(-n2nnnc2SC2CCCCC2=O)cc1 (stereo not drawn)	-6	-0.4	6	-0.1
CCOC(=O)c1c(CN2CCN(CCO)CC2)n(C)c2cc(Br)c(OC(C)=O)cc12	0	-1.2	7	-0.1
COc1ccccc1CNC(=O)c1ccco1	-4	1.9	1	0.0
Cc1c(CN2CCOCC2)c(O)n(CCc2ccccc2)c(=O)c1C#N	-1	1.0	11	-0.3
N#CC1CCN(C(=O)Cn2ncc3c2-c2ccccc2OC3)CC1	5	0.0	17	0.0
Cc1ccc(NC(=O)C2C3C=CC4(O3)C2C(=O)N(C2CC2)C4C(=O)NC2CCCC(C)C2C)cc1C (stereo not drawn)	4	0.4	3	0.1
O=C(CCCN1C(=O)c2cccc3cccc(c23)C1=O)NCc1cccnc1	-2	0.1	3	-0.1
O=C(Nc1cc(NC(=O)C2CCCCC2)cc(-c2nc3ccccc3o2)c1)C1CCCCC1	-11	-0.9	7	0.2
Cc1cc(NC(=O)c2sc(Nc3cccc(C(F)(F)F)c3)nc2N)on1	9	0.0	8	0.0
CC(C)CC1c2[nH]c3ccccc3c2CCN1C(=O)CCC(=O)N(C)C (stereo not drawn)	-15	-0.6	-6	0.0
O=C(O)C(c1ccccc1)N1C(=O)/C(=C\c2ccco2)SC1=S (stereo not drawn)	0	-0.7	40	-0.5
Cc1ccc(-c2n[nH]c(-c3ccncc3)n2)cc1	-52	2.7	6	0.1
CCCCc1ccc(C(=O)N/C(=C\c2ccc(C)cc2)C(=O)Nc2ccc(Br)cc2)cc1	2	0.8	-4	-0.1
CC(C)C(=O)NC(C)C(c1cccs1)N1CCN(c2ccc(F)cc2)CC1 (stereo not drawn)	3	-1.4	5	0.3
C=CCn1c(COc2ccc(Br)cc2)nnc1SCC(=O)c1ccc(OC)cc1	10	0.8	11	0.3
CC(=O)C1=C(c2ccc(Cl)cc2)N(C(C)=O)n2c(nnc2-c2ccc(C)cc2)S1	-7	1.6	1	-0.3
Cc1cc(=O)[nH]c(N/N=C/c2ccc(OC(=O)c3cccnc3)cc2)n1	-7	-1.5	-6	0.1
CCOc1ccc(CN2CCN(Cc3ccc(CC)cc3)CC2)cc1	12	0.8	75*	-0.1
COc1ccc(CN2CCC3(CCC(CNC(=O)c4cc(C)nn4C)O3)CC2)c(C)c1C (stereo not drawn)	0	-0.4	1	-0.1
NS(=O)(=O)c1ccc(CCn2c(-c3ccc(-c4ccccc4)cc3)csc2=Nc2cccc(C(F)(F)F)c2)cc1	9	1.1	19	0.3
CC(NC(=O)/C(=C/c1cccc([N+](=O)[O-])c1)NC(=O)c1ccc(C(C)(C)C)cc1)C(=O)O (stereo not drawn)	2	0.6	18	0.5
COc1ccc(CCNC(=O)c2csc(Nc3cnccn3)n2)cc1	6	-0.5	10	0.0
O=C(c1cccc2ccccc12)N1CCN2C(=O)[C@@H]3C[C@@H](O)CN3C(=O)[C@H]2C1	1	-0.3	17	0.8
CCOc1ccc(S(=O)(=O)N(CC(=O)Nc2ccccc2OCC)c2ccccc2)cc1	5	-0.5	9	-0.1
CS(=O)(=O)c1ccc(N2CCCC(O)C2)cc1 (stereo not drawn)	-10	0.4	-2	0.0
Cc1ccc(Cn2c(=O)c3c(nc(Br)n3C)n(C)c2=O)cc1	7	-0.4	6	-0.1
CCc1ccccc1NC(=O)Cn1nnc(C(=O)OC)c1N	2	0.0	-27	-0.1
Cc1ccc(-c2cc(C=C3C(=O)N(C)C(=S)N(C)C3=O)co2)cc1[N+](=O)[O-]	-1	-1.2	15	0.4
COc1ccc(NC(=O)/C(C#N)=C\c2cc3c(cc2[N+](=O)[O-])OCO3)cc1	2	-1.4	2	-0.2
CC1CC(C)(C)CC2(C1)NC(=O)N(CC(=O)NNC(=O)c1cc3c(s1)CCCC3)C2=O (stereo not drawn)	-11	-2.7	-9	-0.1

Other compounds follow.
SMILES	TEAD-YAP block	GPR151 ag	MITF inh	FBW7 activator
COc1ccc(OC)c(NC(=O)CN2C(=O)C3C4C=CC(C4)C3C2=O)c1 (stereo not drawn)	2	0.6	-3	0.0
COc1cc(CO)cc(Br)c1OCc1cccc(C(=O)O)c1	7	-2.2	-2	-0.1
Cc1ccc(C)c(NC(=O)C(=O)NN=C2CCCCCC2)c1	-3	-0.2	-11	-0.1
CCOc1ccccc1NC(=O)c1sc2ncnc(N(CC)CC)c2c1C	3	-0.5	3	0.1
COC(=O)c1sc(NC(=O)c2ccccc2C)c(C#N)c1C	1	1.4	59*	0.7
COc1ccc(OC)c(C2NC(=O)N(C)C(C)=C2C(=O)OC2CCCCCC2)c1 (stereo not drawn)	9	0.4	13	0.0
CC(Oc1ccccc1)C(=O)Nc1cc(=O)n(C)c(=O)n1C (stereo not drawn)	-2	0.5	16	0.2
O=C(CN1C(=O)C2CC=CCC2C1=O)NCC(F)(F)F (stereo not drawn)	-3	-0.8	8	0.0
CCN(CC)c1ccc(NC(=O)CN2CCN(S(=O)(=O)c3ccc(Cl)cc3)CC2)cc1	2	-0.6	22	0.0
O=C(CSc1nnc(-c2cccc(Br)c2)n1C1CCCCC1)Nc1ccccc1C(F)(F)F	1	-0.1	2	-0.1
COc1ccc(-c2nc3ncccn3c2Nc2ccc3c(c2)OCO3)cc1	-10	-3.2	10	-0.1
CC(=O)Nc1cc(NC(C)=O)cc(-c2nc3ccccc3[nH]2)c1	18	0.8	12	0.0
COCCNC(=O)c1ccc(NCc2ccccc2OC)c(S(=O)(=O)Nc2cccc(C(F)(F)F)c2)c1	-22	4.2	-2	-0.1
CS(=O)(=O)N(CC(=O)Nc1ccc(C(F)(F)F)cc1)c1ccccc1F	4	-1.1	26	0.1
C=CCNc1cc(-c2ccncc2)nc(C)n1	-8	-0.4	18	0.5
O=C(CCC(=O)Nc1ccc(C(=O)O)cc1)N/N=C/c1coc2ccccc2c1=O	-10	1.0	-4	0.0
O=C1NC2=C(C(=O)N(CCCO)C2)C(c2ccc(F)c(F)c2)N1 (stereo not drawn)	10	-0.1	-2	1.1
COc1ccc(CNC(=O)c2sc3nc(-c4ccc(OC)cc4)cn3c2C)cc1	-5	0.5	-5	-0.1
CCOc1cc(/C=C2/C(=O)ON=C2C)ccc1OC(=O)c1cccs1	13	-0.3	37	0.1
Cc1c(Cl)c([N+](=O)[O-])nn1CCCC(=O)NC(C)c1ccccc1 (stereo not drawn)	-1	0.5	-15	-0.1
Cc1ccccc1-n1nc2c(c1NC(=O)Cc1ccccc1)CSC2	-4	-0.8	-11	-0.1
Cc1ccccc1OCCSc1nc2ccccc2n1CCC(=O)O	-5	-1.9	11	0.3
NCCSc1nc2ccccc2s1	-1	-1.4	19	0.7
CCN(CC)c1ccc(C2C(C(=O)Nc3ccc(Br)cn3)=C(C)NC3=C2C(=O)CCC3)cc1 (stereo not drawn)	-7	-0.6	4	0.0

Structural class, those above containing fluorine.
SMILES	TEAD-YAP block	GPR151 ag	MITF inh	FBW7 activator
Cc1nn(-c2ccc(F)cc2)c(C)c1-c1cccc([N+](=O)[O-])c1	-1	0.5	9	0.0
CC(C)c1ccc(CNC(=O)c2ccc(F)c3ccccc23)cc1	-6	0.0	18	0.5
Fc1ccccc1CSc1nnc(N2CCN(c3ccccc3)CC2)s1	-12	-0.3	1	-0.3
Cc1ccc(-c2cc(C(F)(F)F)n3nc(C(=O)Nc4cccc(Cl)c4C)cc3n2)cc1	3	0.3	7	0.0
Cc1cc(NC(=O)c2sc(Nc3cccc(C(F)(F)F)c3)nc2N)on1	9	0.0	8	0.0
CC(C)C(=O)NC(C)C(c1cccs1)N1CCN(c2ccc(F)cc2)CC1 (stereo not drawn)	3	-1.4	5	0.3
NS(=O)(=O)c1ccc(CCn2c(-c3ccc(-c4ccccc4)cc3)csc2=Nc2cccc(C(F)(F)F)c2)cc1	9	1.1	19	0.3
O=C(CN1C(=O)C2CC=CCC2C1=O)NCC(F)(F)F (stereo not drawn)	-3	-0.8	8	0.0
O=C(CSc1nnc(-c2cccc(Br)c2)n1C1CCCCC1)Nc1ccccc1C(F)(F)F	1	-0.1	2	-0.1
COCCNC(=O)c1ccc(NCc2ccccc2OC)c(S(=O)(=O)Nc2cccc(C(F)(F)F)c2)c1	-22	4.2	-2	-0.1
CS(=O)(=O)N(CC(=O)Nc1ccc(C(F)(F)F)cc1)c1ccccc1F	4	-1.1	26	0.1
O=C1NC2=C(C(=O)N(CCCO)C2)C(c2ccc(F)c(F)c2)N1 (stereo not drawn)	10	-0.1	-2	1.1

Further entries
SMILES	TEAD-YAP block	GPR151 ag	MITF inh	FBW7 activator
CCCc1cc(Nc2cccc(C(C)=O)c2)n2ncnc2n1	2	-0.2	9	0.3
O=C(Nc1nncs1)C(Cc1ccccc1)N1C(=O)C2C3C=CC(C3)C2C1=O (stereo not drawn)	0	-0.6	-3	0.1
CCOc1ccc(S(=O)(=O)N(C)CC(=O)Nc2ccc(F)c(F)c2F)cc1	0	0.1	-17	0.2
COCCn1c(=S)[nH]c2ccc(Cl)cc2c1=O	-2	0.2	8	0.0
CSc1nnc(CSc2nc(C)cc(C)n2)n1-c1ccccc1	-16	1.7	-1	0.0
Nc1nc2ccccc2n1CCOc1ccc(F)cc1	13	-0.8	-9	0.3
Cc1ccc2nc(N(CCCN(C)C)C(=O)c3ccc(C)c(C)c3)sc2c1	5	-0.1	-5	-0.3
Cc1ccc2c(c1)-c1c(cnn1CC(=O)N1CCN(C3CCCCC3)CC1)CO2	3	-1.5	7	-0.1
COc1cccc(CN2CCNC(=O)C2CC(=O)NCC(F)(F)F)c1OC (stereo not drawn)	-2	-0.4	1	-0.1
COCCn1c(SCC(=O)N2CCCCC2)nnc1-c1cc2ccccc2cc1O	9	2.1	7	-0.2

From PubChem BioAssay
